SRC1 TRFRET art: TR-FRET detection interference compounds, primary screen, artefact control for PPARgamma SRC-1 recruitment agonists, biochemical, TR-FRET emission ratio; 99,000 tested, 0.34% active; TR-FRET detection artefact counter-screen; stronger effect = higher value; AID 1051, 2008; TR-FRET ratio at 8 µM; in the data active means TR-FRET ratio above about 2300; further: inactives centre near 1800
SRC3 TRFRET art: TR-FRET detection interference compounds, artefact control for PPARgamma SRC-3 recruitment agonists, biochemical, TR-FRET ratio | TR-FRET artefact counter-screen, PPARgamma/SRC-3 format; stronger effect = higher value | TR-FRET ratio at 8 µM | 99,000 tested, 0.39% active; in the data active means TR-FRET ratio above about 2000; further: inactives centre near 1600
Numbers without * were called inactive. An excerpt; rates above refer to the full screens.

Order of results – SRC1 TRFRET art, SRC3 TRFRET art
CCc1cc(C(=O)N=Nc2c(O)[nH]c3ccc([N+](=O)[O-])cc23)c2ccccc2n1
    1706, 1506
CCOc1ccc(NC(=O)C(c2ccccn2)N(C(=O)CCl)c2ccc(F)cc2)cc1 (centres undefined)
    1787, 1495
Cc1[nH]c2ccccc2c1/C=N/Nc1nc(N2CCCCC2)nc(N2CCCCC2)n1
    1652, 1637
CCOc1cc(/C=C2\NC(=S)N(c3c(C)n(C)n(-c4ccccc4)c3=O)C2=O)ccc1O
    2028, 1599
Nc1ccc(NC2C[C@@H](C(=O)O)NC2=O)cc1 (some centres undefined)
    1757, 1702
CC(=O)NC1=C(NC2CCS(=O)(=O)C2)C(=O)c2ccccc2C1=O (centres undefined)
    2027, 1901
CCOC(=O)/C(C#N)=C/c1cn(CCC(=O)O)nc1-c1ccccc1
    1571, 1703
CN1CCN(C(c2ccc(F)cc2)c2nnnn2Cc2cccs2)CC1 (centres undefined)
    1898, 1432
COc1ccc(S(=O)(=O)N2CCC(NC(=O)C(Cc3cccc(OC)c3OC)NC(C)=O)CC2)cc1 (centres undefined)
    1704, 1704
Cc1cc(C)nc(SCc2ccc(C(=O)N/N=C/C3CCCCC3)cc2)n1
    2044, 1599
c1ccc(C(c2ccccc2)N2CCN(C(c3ccccn3)c3nnnn3C3CCCC3)CC2)cc1 (centres undefined)
    1740, 1627
COC(=O)Cc1ccc(NC(=O)c2ccc(NC(=O)c3ccco3)cc2)cc1
    1950, 1580
Cc1onc(-c2ccccc2Cl)c1C(=O)OCC(=O)N1CCCc2ccccc21
    1695, 1434
COCCNC(=O)CN(C(=O)Cn1nnc2ccccc21)c1cccc(C)c1C
    1682, 1587
CC1=NN(c2ccc(C)c(C)c2)C(=O)/C1=C/c1ccc2c(c1)n(C)c(=O)n2C
    1916, 1602

(further entries)
Order of results – SRC1 TRFRET art, SRC3 TRFRET art
O=c1oc(-c2ccccc2NS(=O)(=O)c2ccc3ccccc3c2)nc2ccccc12
    1737, 1431
O=S1(=O)CCC(NC(=S)NCCNC(=S)NC2CCS(=O)(=O)C2)C1 (centres undefined)
    1992, 1731
CC(=O)Nc1ccc(CN2CCN(C3CCCC3)C(CCO)C2)cc1 (centres undefined)
    1649, 1572
CCCCOc1ccc(-c2c(C(=O)Nc3ccccc3)c(C)[nH]c(=S)c2C#N)cc1
    2112, 1792
CCOc1ccc(NC(=O)CSc2ccc(-c3ccccn3)nn2)cc1
    1778, 1414
Cn1c(SCc2ccccn2)nnc1-c1ccncc1
    1695, 1512
CCN1CCN(C(=O)c2cc3c(=O)oc4ccc(C)cc4c3s2)CC1
    1951, 1468
O=C(Nn1cnc2ccccc2c1=O)c1ccccc1[N+](=O)[O-]
    1740, 1429
COc1ccccc1OCCSc1nc2ccc([N+](=O)[O-])cc2s1
    1795, 1421
COc1ccc(CCn2c(-c3cc([N+](=O)[O-])cc([N+](=O)[O-])c3)nc3nc4ccccc4nc32)cc1OC
    1620, 1558
CC1CC(C)(C)Nc2ccc(N=O)cc21 (centres undefined)
    1979, 1726
Cc1cc(C)c2sc(N(CCCN(C)C)C(=O)COc3ccc(Cl)cc3)nc2c1
    1840, 1487
COCCCN(CCCN)Cc1ccco1
    1999, 1671
COc1ccc(C2c3cc(OC)c(OC)cc3CCN2S(C)(=O)=O)cc1OC (centres undefined)
    1704, 1727
N#Cc1c(NC(=O)C2CCCO2)sc2c1CCCCCC2 (centres undefined)
    1760, 1661

Following part.
Order of results – SRC1 TRFRET art, SRC3 TRFRET art
c1cncc(N=c2scc(-c3cccc4ccccc34)n2CCCn2ccnc2)c1
    1487, 1517
CCN(CC)c1nc(-c2ccccc2)nc2c1sc(=S)n2CC
    1831, 1527
Cc1cccc(CN2CCc3c(OCC(=O)NCc4ccco4)cccc3C2=O)c1
    1768, 1704
C=CCNC(=S)Nc1ccc(Cl)cc1
    1856, 1427
O=C1c2cccc(OCc3ccc(F)cc3)c2CCN1Cc1ccc(F)cc1
    1798, 1424
COc1ccccc1-n1cc([C@@H]2C[C@H]3CN(c4ccccc4)C(=O)[C@]34CCCN24)cn1
    1848, 1713
COc1ccc(C(=O)C2CCCN(C(=O)C3CCOCC3)C2)c(C)c1 (centres undefined)
    1820, 1866
CC1(C)Cc2nc3oc4c(=S)nc[nH]c4c3cc2CO1
    2028, 1957
O=C(NC(=S)N1CCN(c2ccc(Cl)cc2[N+](=O)[O-])CC1)c1cccs1
    1813, 1740
Cc1cccc(/C=N\Nc2nnc(-c3ccccc3)c(=O)[nH]2)c1
    1876, 1608
CCc1c(C)nc(SCC(=O)Nc2nc(-c3ccc(OC)cc3)cs2)[nH]c1=O
    1634, 1751
COc1ccccc1NC(=S)NNC(=O)c1ccccc1Br
    1917, 1669
COc1cc(C(=O)NCc2ccc(C(=O)NCC(OC)OC)cc2)cc(OC)c1OC
    2043, 1514
Cc1ccc(NC(=O)C(c2ccccc2)C2CCCC2)cc1 (centres undefined)
    1676, 1600
CCOC(=O)c1ccc(-n2c(CN(CC)CC)nc3ccc([N+](=O)[O-])cc3c2=O)cc1
    1967, 1591

Next part:
Order of results – SRC1 TRFRET art, SRC3 TRFRET art
COc1ccccc1CCc1nnc(CCC(=O)NC(C)Cc2ccsc2)o1 (centres undefined)
    1580, 1508
O=C(N/N=C/c1ccc[nH]1)c1ccccc1[N+](=O)[O-]
    1488, 1438
COc1ccc(NC(=O)CC2Oc3ccccc3NC2=O)cc1 (centres undefined)
    1836, 1738
COc1ccc(NC(=S)N/C(=N/S(=O)(=O)c2ccc(C)cc2)c2ccccc2)cc1
    1687, 1473
COc1ccccc1C1c2[nH]c3ccccc3c2CCN1Cc1cnc(C)s1 (centres undefined)
    1822, 1630
O=C(NCc1ccc(F)cc1)C1(c2cccs2)CCOCC1
    2101, 1501
CCCC[C@@H]1C[C@H]1[C@@H](NC(=O)c1cccs1)c1ccc(Cl)cc1
    1665, 1558
COc1ccc2cc(S(=O)(=O)N3CCCCCC3)ccc2c1
    1854, 1654
O=C(C1=C(O)C(=O)N(CCCN2CCOCC2)C1c1ccncc1)c1cc2ccccc2o1 (centres undefined)
    2425*, 2068*
COc1ccc(C(=O)C(C)OC(=O)c2cccc(S(=O)(=O)Nc3cc(Cl)c(OC)cc3OC)c2)cc1 (centres undefined)
    1733, 1566
COc1ccc(O)c(/C=c2/sc3nc4cc(C)c(C)cc4n3c2=O)c1
    1818, 1593
CC(C)(C)C(=O)Nc1ccccc1C(=O)Nc1cccnc1
    2073, 1564
Cc1ccc(N(CC(=O)NCc2ccc(F)cc2)C(=O)c2csnn2)c(C)c1
    2032, 1368
CS(=O)(=O)c1ccc(C(=O)NC2CCCc3ccccc32)cc1 (centres undefined)
    1536, 1515
Cc1ccc(CN(C)C(=O)c2cc(COc3ccc(F)cc3Cl)on2)o1
    1790, 1787

New compounds follow
compound	SRC1 TRFRET art	SRC3 TRFRET art
O=C(C1=C[C@@H](c2ccc(Br)cc2)C[C@@H](OCc2ccc(CO)cc2)O1)N1CCN(Cc2ccccc2)CC1	1885	1477
Cc1ccc(-c2csc(NC(=O)Cn3[nH]c(=O)c4ccccc4c3=O)n2)cc1	1592	1975
Cc1onc(-c2ccccc2)c1C(=O)NC(=S)NNC(=O)c1ccc(O)cc1	1726	1674
c1ccc(C2=NNC(c3ccco3)=Nc3ccccc32)cc1	1740	1647
COc1ccccc1NC(=O)Nn1cnnc1	1863	1231
Cc1ccc(NC(=O)NCC2CCN(Cc3cccc(Cl)c3)CC2)cc1Cl	1662	1587
O=S(=O)(c1ccccc1)N1CCC2(CC1)CO2	1669	1572
Cc1nonc1C1CCCN1Cc1nc(-c2ccc(F)cc2F)oc1C (centres undefined)	1697	1437
Cc1ccc(-c2csc3ncnc(OCC(=O)NC(=O)NCc4ccco4)c23)cc1	1871	1726
Cc1ccc(NC(=S)N/N=C/c2c(C)[nH]c3ccccc23)cc1	1694	1601
CC(=O)Oc1ccc2c(=O)c(-c3ccccc3)c(C)oc2c1	1719	1642
COCCCNC(=O)/C=C/c1ccc(OCc2c(F)cccc2Cl)cc1	1913	1653
COc1ccc(C2(C(F)(F)F)NC(=O)N(C)C(=O)N2C)cc1 (centres undefined)	1897	1742
COc1cccc(C2C(C#N)=C(N)Oc3cc(C)oc(=O)c32)c1OC (centres undefined)	1892	1486
CC(C)C1OC(c2cccc(NC(=O)c3cccs3)c2)OCC1(C)C (centres undefined)	1752	1620
CN(C)/C=C/c1onc(-c2ccccc2Cl)c1C#N	1762	1488
COc1ccc(/C(N)=N/O)c(OC)c1	1800	1679
Cc1nnc(Sc2cc(C(=O)NCCCN(C)Cc3ccccc3)c3ccccc3n2)s1	1656	1668
Cc1cccc(NC(=O)CCSc2ccccc2)c1C	1733	1676
Nc1ccccc1Nc1cc(-c2cccc(Cl)c2)nn1-c1ccccc1	1766	1545

Two entries from above in another layout:
Cc1ccc(NC(=O)NCC2CCN(Cc3cccc(Cl)c3)CC2)cc1Cl
  SRC1 TRFRET art: 1662 | SRC3 TRFRET art: 1587
O=C(C1=C[C@@H](c2ccc(Br)cc2)C[C@@H](OCc2ccc(CO)cc2)O1)N1CCN(Cc2ccccc2)CC1
  SRC1 TRFRET art: 1885 | SRC3 TRFRET art: 1477

Shown with each value named: four of the compounds above
Structure: CC(=O)Oc1ccc2c(=O)c(-c3ccccc3)c(C)oc2c1
  SRC1 TRFRET art: 1719	SRC3 TRFRET art: 1642

Structure: COc1ccccc1NC(=O)Nn1cnnc1
  SRC1 TRFRET art: 1863	SRC3 TRFRET art: 1231

Structure: Nc1ccccc1Nc1cc(-c2cccc(Cl)c2)nn1-c1ccccc1
  SRC1 TRFRET art: 1766	SRC3 TRFRET art: 1545

Structure: O=C(C1=C[C@@H](c2ccc(Br)cc2)C[C@@H](OCc2ccc(CO)cc2)O1)N1CCN(Cc2ccccc2)CC1
  SRC1 TRFRET art: 1885	SRC3 TRFRET art: 1477

(list continues)
compound	SRC1 TRFRET art	SRC3 TRFRET art
Cc1ccc(S(=O)(=O)N(C)C)cc1NC(=S)NNC(=O)C1CC1	1965	1639
FC(F)(F)c1ccc2c(c1)C1C=CCC1C(c1ccncc1)N2 (centres undefined)	1799	1523
O=C(N/N=C1/CC2C=CCC12)c1ccco1 (centres undefined)	2107	1574
Clc1cc(-c2ccc(/C=N/n3cnnc3)o2)ccc1Br	1957	1755
O=C(CC(c1ccccc1)c1cc(Br)ccc1O)N1CCCC1 (centres undefined)	2041	1731
O=C(NC(=S)NCCN1CCOCC1)c1ccccc1	1719	1585
Cc1cccc(N2C(=O)CC(Sc3ccccc3C(=O)O)C2=O)c1 (centres undefined)	1694	1741
c1ccc2c(-c3nn[nH]n3)cccc2c1	2011	1736
CCOc1ccc(NC(=O)c2ccccc2O)cc1	1810	1552
N#Cc1c2c(c(Nc3ccc(O)cc3)n3c1nc1ccccc13)CCC2	1806	1728
N#C/C(=C\c1cccc([N+](=O)[O-])c1)c1nnc2n1CCCCC2	1930	1692
COc1cc(CNc2ccc(CNc3ncn[nH]3)cc2)cc(Cl)c1OCc1ccccc1	1806	1601
Cc1cc([N+](=O)[O-])nn1CC(=O)Nc1c(C)n(C)n(-c2ccccc2)c1=O	1863	1515
O=C(CC1SC(=Nc2ccccc2)N(CCc2ccccn2)C1=O)Nc1ccc(F)cc1 (centres undefined)	1763	1440
O=C(COC(=O)c1cccnc1Nc1ccccc1F)NC1CC1	1652	1473
O=C(CSc1ccccc1)NCc1ccccn1	1651	1439
O=c1c(O)c(-c2ccc(O)cc2O)oc2cc(O)cc(O)c12	1969	1822
O=C(COC(=O)/C=C/c1cccs1)NC(=O)Cc1ccccc1	1764	1733
O=C(COC(=O)C1CCN(S(=O)(=O)c2cccs2)CC1)Nc1ccccc1Br	1911	1387
CCOC(=O)COc1ccccc1/C=C1\NC(=O)NC1=O	1878	1614

Carrying on:
compound	SRC1 TRFRET art	SRC3 TRFRET art
CCOC(=O)N/N=C\C=C\c1ccc2c(c1)OCO2	1922	1631
CCOC(=O)c1c(NC(=O)/C=C/C(=O)O)sc(C)c1-c1ccc(Cl)cc1	2020	1484
Cc1cc(C)n(C(=O)c2ccc([N+](=O)[O-])cc2N)n1	2144	1760
CCC(C)(C)NC(=O)CN(C(=O)c1snc(C(N)=O)c1N)c1ccc2nc(C)sc2c1	1812	1642
CCNC(=S)N/N=C/c1sc(N2CCCCC2)nc1-c1cccs1	1933	1414
Cc1ccc(/C=N/NC(=O)CNC(=O)COc2ccccc2)cc1	1778	1605
CSc1nc2[nH]ncc2c(=O)[nH]1	1784	1701
CC(Sc1nc(N)cc(=O)[nH]1)C(=O)Nc1sc2c(c1C#N)CCCC2 (centres undefined)	1861	1586
COc1ccc(N2CCN(S(=O)(=O)c3ccc(Cl)s3)CC2)cc1	1690	1629
CN=c1scc(-c2cc(OC)ccc2OC)n1/N=C/c1c(C)[nH]c2ccccc12	1786	1414
Cc1cc(NC(=O)/C=C/c2cccc(F)c2)n(-c2nc3ccccc3[nH]2)n1	1757	1699
O=C(COC(=O)c1ccc(N2CCOCC2)c([N+](=O)[O-])c1)Nc1ccc2c(c1)OCO2	1917	1670
Cc1ccc(C(=O)/C=C/NCc2ccc(F)cc2)cc1	1964	1534
CC(C)(C)NC(=O)CSc1nnc(-c2ccncc2)o1	1720	1624
O=C1C=C(NC2CCCC2)CC(c2ccccc2)C1 (centres undefined)	1696	1660
CCN(C(=O)CSc1nc2cc(C(F)(F)F)ccc2n1Cc1ccccc1)C1CCS(=O)(=O)C1 (centres undefined)	1567	1455
O=C(Cn1nc(-c2ccccc2)c2ccccc2c1=O)Nc1cccc(O)c1	1758	1720
CCN(CC)S(=O)(=O)c1cccc(-c2n[nH]c(=S)n2/N=C/c2ccc(C(=O)OC)cc2)c1	1782	1412

Random excerpt: two compounds from above.
compound	SRC1 TRFRET art	SRC3 TRFRET art
CCNC(=S)N/N=C/c1sc(N2CCCCC2)nc1-c1cccs1	1933	1414
CSc1nc2[nH]ncc2c(=O)[nH]1	1784	1701
